HePTP inhibitor – human HePTP phosphatase inhibition; P35236; recombinant HePTP phosphatase activity, OD absorbance; inhibition, % at 20 µM; hit rate 0.64% among 110,000; AID 521; in the data active means inhibition above about 50%;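 further: plate controls were vehicle for no effect and reference inhibitor for full effect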
Target sequence (P35236 whole entry, looked up): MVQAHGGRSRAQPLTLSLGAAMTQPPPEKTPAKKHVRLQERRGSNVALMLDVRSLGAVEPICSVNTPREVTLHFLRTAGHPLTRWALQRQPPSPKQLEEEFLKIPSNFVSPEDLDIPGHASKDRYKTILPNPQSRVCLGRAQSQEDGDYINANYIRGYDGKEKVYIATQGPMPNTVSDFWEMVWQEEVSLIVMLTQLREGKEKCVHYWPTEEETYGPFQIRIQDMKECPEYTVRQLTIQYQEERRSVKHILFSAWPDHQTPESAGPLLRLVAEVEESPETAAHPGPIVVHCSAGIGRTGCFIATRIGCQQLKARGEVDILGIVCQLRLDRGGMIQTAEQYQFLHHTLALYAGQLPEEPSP
BAP1 inh – blocks human BAP1 ubiquitin-AMC hydrolysis | recombinant BAP1, Ub-AMC hydrolysis fluorescence kinetic; stronger effect = lower value | activity remaining (% of control), % at 20 µM | hit rate 0.48% among 72,000 | AID 436;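 active means activity remaining at or below 50% of control, provided the compound also passes the data quality filters; inactive means the rest, including low values that fail the filters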;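 further: 100% = DMSO wells rate and 0% = substrate alone blank rate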
Target sequence (Q92560 whole entry, looked up): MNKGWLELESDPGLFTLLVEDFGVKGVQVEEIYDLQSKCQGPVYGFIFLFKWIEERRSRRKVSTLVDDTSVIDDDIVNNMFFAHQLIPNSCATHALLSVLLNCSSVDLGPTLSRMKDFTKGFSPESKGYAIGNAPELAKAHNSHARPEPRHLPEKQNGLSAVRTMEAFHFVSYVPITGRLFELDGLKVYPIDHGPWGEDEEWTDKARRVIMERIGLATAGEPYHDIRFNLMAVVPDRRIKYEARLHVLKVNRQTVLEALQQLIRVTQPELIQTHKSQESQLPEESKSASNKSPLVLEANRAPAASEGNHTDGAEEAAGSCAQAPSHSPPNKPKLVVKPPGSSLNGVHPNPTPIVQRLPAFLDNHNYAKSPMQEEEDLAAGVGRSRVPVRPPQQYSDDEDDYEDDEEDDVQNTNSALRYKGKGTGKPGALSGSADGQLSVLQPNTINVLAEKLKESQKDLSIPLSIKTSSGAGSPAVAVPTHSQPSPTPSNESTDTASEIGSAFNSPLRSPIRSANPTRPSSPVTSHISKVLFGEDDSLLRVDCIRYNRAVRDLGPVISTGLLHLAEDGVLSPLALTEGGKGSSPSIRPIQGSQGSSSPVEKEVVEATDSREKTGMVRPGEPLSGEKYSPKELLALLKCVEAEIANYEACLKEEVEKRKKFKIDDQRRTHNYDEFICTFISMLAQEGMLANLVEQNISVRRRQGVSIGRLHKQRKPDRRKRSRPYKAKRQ
Starred values were filed as active, the others as inactive; nt = no result given.

cpd	HePTP inhibitor	BAP1 inh	SMILES
1	11	nt	O=[N+]([O-])c1ccc(/C=N\Nc2nc(-c3ccccc3)c3cc(Cl)ccc3n2)o1
2	-1	nt	CC1CN(C(=O)CN2C(=O)c3ccccc3S2(=O)=O)CC(C)O1 (stereo not drawn)
3	6	153	CCCCNC(=O)N1CCOCCOCCN(C(=O)NCCCC)CCOCCOCC1
4	6	nt	CCc1c(C)c2ccc(OCC(C)=O)cc2oc1=O
5	-14	nt	CN(C)CCCNC(=O)c1ccc([N+](=O)[O-])o1
6	-23	nt	COc1cc(OC)cc(C(=O)N/N=C(\C)CC(=O)Nc2ccccc2-c2ccccc2)c1
7	11	104	COC(=O)c1cc(Br)c(=O)n(CCN(C(C)C)C(C)C)c1
8	6	nt	CCOc1cc(/C=C2/C(=O)NC(=O)N(c3cccc(C)c3)C2=O)cc(Br)c1O
9	4	nt	CC(=O)n1c2ccccc2c2nc3ccc([N+](=O)[O-])cc3cc21
10	5	130	O=C(COC(=O)CCc1nc2ccccc2s1)Nc1ccc(S(=O)(=O)N2CCOCC2)cc1
11	6	nt	O=C(Nc1ccc([N+](=O)[O-])cn1)C1CC1
12	7	106	CC(=O)Nc1ccc2oc(-c3ccccc3Br)nc2c1
13	nt	112	CCN1C(=Cc2ccc3ccccc3[n+]2CC)Sc2cc(NC(C)=O)ccc21
14	-7	nt	O=c1c2c(nc3cc(-c4ccc(Cl)cc4)[nH]n13)CCC2
15	4	nt	N=C1C(c2nc3ccccc3c(=O)[nH]2)=C(O)CN1Cc1ccccc1
16	3	nt	Cc1cc(I)ccc1NC(=O)COc1ccc(Br)cc1
17	-15	nt	O=C(Nc1ccc(Br)cc1)c1ccccc1O
18	-13	nt	O=[N+]([O-])c1ccc(Cl)cc1NCCOc1ccc(F)cc1
19	-8	nt	Cc1ccc(S(=O)(=O)Nc2cccc(Cl)c2)cc1[N+](=O)[O-]
20	4	nt	Cc1ccccc1/C=C1\SC(=NCc2ccccc2)N(Cc2ccccc2)C1=O
21	14	69	O=C(Nc1nccs1)c1ccc(COc2ccc(Cl)cc2)o1
22	-9	92	Cc1ccc(C2CCN(C(=O)Nc3ccccc3)C2)cc1 (stereo not drawn)
23	7	nt	CN(C)S(=O)(=O)c1ccc(C(=O)Nc2nc3ccc(Br)cc3s2)cc1
24	6	nt	COc1cc(C(=O)NC(NC(=S)Nc2cc(Cl)ccc2Cl)C(Cl)(Cl)Cl)cc(OC)c1OC (stereo not drawn)
25	-10	nt	COc1ccc(C2C(C(C)=O)=C(O)C(=O)N2CC2CCCO2)cc1 (stereo not drawn)
26	11	nt	CCOC(=O)c1c(C)nc2c(c1-c1ccc(Cl)cc1Cl)C(=O)CC(C)(C)C2
27	6	nt	COc1ccc(NS(=O)(=O)c2ccc(Br)cc2)cc1OC
28	6	83	CCn1cc(C(=O)N2CCOCC2)c(=O)c2cc(S(=O)(=O)N(C)C3CCCCC3)ccc21
29	8	106	CC(C)c1nc(SCC(=O)NCc2ccccc2)n[nH]1
30	5	88	Cc1cc(OCCN2CCCCC2)nc2ccccc12
31	7	75	COC(=O)c1cc(Br)c(=O)n(Cc2ccc(C(=O)O)cc2)c1
32	1	100	COc1ccc(CN2C(=O)c3cccnc3C2Nc2cc(Cl)ccc2OC)cc1 (stereo not drawn)
33	8	64	COc1ccc(-c2cn3c(C)c(C(=O)N4CCN(c5ccccc5)CC4)sc3n2)cc1
34	-4	140	Cc1noc(C)c1C(=O)N1CCN(c2ncccn2)CC1
35	-3	nt	CC1=C(C(=O)OC2CCCCC2)C(c2ccc(N(C)C)cc2)NC(=O)N1 (stereo not drawn)
36	nt	74	CCN1C(=O)c2cccc3c(NC(=O)c4ccc(Cc5ccccc5)cc4)ccc1c23
37	4	100	CC(=O)N1CCc2cc(S(=O)(=O)CCC(=O)Nc3ccc4c(c3)OCCO4)ccc21
38	0	nt	O=C(CC(Nc1ccc2ncccc2c1)c1ccc(F)cc1)c1ccccc1 (stereo not drawn)
39	4	nt	Cc1ccc2c(c1)c1c3n2CCN(C(=O)c2ccc([N+](=O)[O-])cc2)C3CCC1 (stereo not drawn)
40	8	122	CCN(CCCNC(=O)C1CCN(S(=O)(=O)N2CCC3(CC2)OCCO3)CC1)c1ccccc1
41	3	101	Cc1cc2nnc(SCc3ccccc3)n2c(N)n1
42	nt	103	O=C(Cc1ccc(Cl)cc1)Nc1c[nH]c(=O)[nH]c1=O
43	0	77	CCn1cc(C(=O)N2CCc3ccccc32)c(=O)c2cc(S(=O)(=O)N3CCOCC3)ccc21
44	8	nt	COc1cccc(OCC(=O)Nc2ccc3c(c2)OCCO3)c1
45	-20	nt	O=C1CC(c2ccccc2)CC(O)=C1C=Nc1ccccc1-c1ccccc1 (stereo not drawn)
46	1	211	CCn1c2ccc(CC(=O)O)cc2c2cc(CC(=O)O)ccc21
47	3	94	O=C(CN1CCCCC1)Nc1ccc(S(=O)(=O)NC2CCCCC2)cc1
48	nt	52	COc1cccc(CC(CC(=O)O)C(=O)Nc2cc(C)ccc2C)c1 (stereo not drawn)
49	nt	79	CC(=O)C1=C(c2ccc(Br)cc2)C(=O)c2ccccc2C1=O
50	-11	nt	O=C(C[n+]1ccccc1)OCC12CC3CC(CC(C3)C1)C2
51	-3	84	O=C(c1ccccc1)n1nc(-c2ccccc2)nc1NCc1ccco1
52	4	nt	O=C(CC1S/C(=N\N=C\c2cccs2)NC1=O)Nc1ccc(Cl)c(Cl)c1 (stereo not drawn)
53	-5	88	Cc1csc(C(C#N)C(=O)c2ccncc2)n1 (stereo not drawn)
54	8	76	Cc1ccccc1-c1ccc(C=Nc2c(C)n(C)n(-c3ccccc3)c2=O)o1
55	-1	nt	CC(=O)Nc1ccc(S(=O)(=O)Nc2nccc(C3Cc4ccccc4C(=O)O3)n2)cc1 (stereo not drawn)
56	-17	nt	O=C(/C=C/c1ccccc1)NC(=S)Nc1cccc(NC(=O)c2ccccc2Cl)c1

Further entries follow.
cpd	HePTP inhibitor	BAP1 inh	SMILES
57	12	nt	Cc1ccc(S(=O)(=O)N(CC(O)Cn2c3ccccc3c3ccccc32)CC2CCCO2)cc1 (stereo not drawn)
58	8	70	O=C(OCc1cc2ccccc2[nH]c1=O)c1ccco1
59	9	64	CSc1nc(N)nc(SC2C=CCCC2)c1C#N (stereo not drawn)
60	-4	nt	COc1ccc2c(c1)-c1c(sn(-c3ccc(Br)cc3)c1=S)C(C)(C)N2
61	-2	78	Clc1ccc(-c2nc(N3CCOCC3)c3ccccc3n2)cc1
62	1	118	O/N=C1/CCCCC1c1ccccn1 (stereo not drawn)
63	19	nt	CCSc1nnc(NC(=O)/C=C/c2ccc(C(C)(C)C)cc2)s1
64	1	93	CC(C)Cc1cc(C(=O)NCc2ccco2)no1
65	6	90	O=c1c2ccccc2ncn1-c1ccc2c(c1)OCCO2
66	6	96	COCCNC(=O)CN(C)S(=O)(=O)c1ccc2c(c1)OCCO2
67	7	nt	CCOC(=O)C(CC(C)C)NC(=O)C(Cc1ccccc1)N1C(=O)c2ccccc2C1=O (stereo not drawn)
68	-12	nt	C=C(C)c1cccc(C(C)(C)NC(=O)Nc2cc(C)ccn2)c1
69	4	nt	O=[N+]([O-])c1ccc(OCC(O)CNc2ccccc2)cc1 (stereo not drawn)
70	2	100	O=C(O)CCCC(=O)N1CCc2cc(S(=O)(=O)N3CCc4ccccc43)ccc21
71	2	67	Cc1noc(/C=C/N(C)C)c1S(=O)(=O)N1CCCC(C(=O)NCc2ccccc2Cl)C1 (stereo not drawn)
72	-3	nt	CCC(=O)Nc1c(C)n(C)n(-c2ccccc2)c1=O
73	3	95	O=C(CC1SC(=Nc2ccccc2)N(c2ccccc2)C1=O)Nc1ccc(F)cc1 (stereo not drawn)
74	-4	86	Cc1cc(N2CCCc3ccccc32)n2ncnc2n1
75	24	nt	Brc1ccc(CC(Cc2nc3ccccc3[nH]2)c2nc3ccccc3[nH]2)cc1 (stereo not drawn)
76	1	97	COC(=O)c1ccc(C2C(C(=O)Nc3ccccc3C)=C(C)Nc3ncnn32)cc1 (stereo not drawn)
77	12	99	O=C(CC(=O)c1ccccc1O)c1cccc(F)c1
78	5	nt	O=C1/C(=C/c2c[nH]c3ccccc23)CC/C1=C\c1c[nH]c2ccccc12
79	3	90	COc1ccccc1NS(=O)(=O)c1ccc2oc(SC3CCOC3=O)nc2c1 (stereo not drawn)
80	22	nt	CCOC(=O)C1=CS/C(=C2/C(=S)C(C)(C)Nc3c(OCC)cccc32)S1
81	6	52	COCCn1nnnc1C(c1cc2cc(C)ccc2[nH]c1=O)N1CCN(C2CCCCC2)CC1 (stereo not drawn)
82	-2	95	O=C(CSc1nnc(-c2cccnc2)n1C1CCCCC1)NC1CCCC1
83	-11	93	Cc1cccc(CSc2nnc(Cn3c(=O)sc4ccccc43)n2C)c1
84	-3	78	CCC(C)n1c(C)nc2c(c1=O)c1nc3ccccc3nc1n2-c1ccc2c(c1)OCCO2 (stereo not drawn)
85	nt	124	Cc1nnc(SCC(=O)N2c3ccccc3C(C)(c3ccc(Cl)cc3)CC2(C)C)s1 (stereo not drawn)
86	0	114	O=S(=O)(Nc1ccc2c(c1)OCCO2)c1cccc2cccnc12
87	8	104	CCOC(=O)N1CCN(C(=O)C2CC(=O)N(Cc3ccc(OC)cc3)C2)CC1 (stereo not drawn)
88	-13	96	Cc1nc2c(C(=O)O)cnn2c(C)c1Cc1ccccc1F
89	1	97	Cc1cc(-c2ccccc2)c(C#N)c(SCC(N)=O)n1
90	1	nt	CCOc1ccc(N2CC(O)Cn3c2nc2c3c(=O)n(CCCc3ccccc3)c(=O)n2C)cc1 (stereo not drawn)
91	-5	nt	Cc1cc(NC(=O)c2cccc(N(C)C)c2)ccc1Br
92	5	nt	COc1cc(NC(=O)C(=O)NCc2ccco2)c(OC)cc1Cl
93	2	100	Cn1c(/C(C#N)=C/C2CC=CCC2)nc2ccccc21 (stereo not drawn)
94	5	nt	CCCN(CCC)CCSc1nc(O)c(C(C)C)c(=O)n1-c1ccccc1
95	1	nt	CCC(Oc1ccccc1)C(=O)Nc1ccc(S(N)(=O)=O)cc1 (stereo not drawn)
96	3	nt	CN1CCN(C(=O)c2sc3cc(Cl)ccc3c2Cl)CC1
97	-5	nt	CC(=O)Nc1ccc(NC(=O)COc2ccc(Br)c(C)c2)cc1
98	7	nt	CC(=O)n1ccc(C(=O)Nc2ccc(Cl)c(Cl)c2)n1
99	7	nt	CCc1ccc(Nc2ncc3c(n2)CC(c2ccco2)CC3=O)cc1 (stereo not drawn)
100	1	nt	CCOC(=O)N1CCN(c2ncnc3c2oc2nc(CC(C)C)c4c(c23)CCC4)CC1
101	3	94	COc1ccc(N2CCN(C(=O)c3sc4nc(-c5ccc(F)cc5)cn4c3C)CC2)cc1
102	-2	nt	O=C(Nc1ccc2c(c1)OCO2)c1cccc(I)c1
103	-7	88	CC1CCN(c2nc3c(c(=O)n(C)c(=O)n3C)n2CCSc2nc3ccccc3s2)CC1
104	25	65	CC(C)(C)NC(=O)Cn1cc(C#N)c2cc(Br)ccc21
105	nt	61	N#CCN1CCn2c3c(c4cc(C5CCCCC5)ccc42)CCCC31 (stereo not drawn)
106	15	96	CC1=C(C(=O)NCc2ccco2)C2(CCC(C)CC2)OC1=O (stereo not drawn)
107	8	81	O=c1c2ccccc2c(/C=N/c2ncn[nH]2)c(O)n1Cc1ccccc1
108	4	101	CCOC(=O)CN1C(=O)C(O)(CC(=O)c2cccc(OC)c2)c2ccccc21 (stereo not drawn)
109	-1	nt	COc1cccc(OCCn2cc(C=C3C(=O)NC(=S)NC3=O)c3ccccc32)c1
110	5	nt	Cc1ccc(/C=C2\SC(=S)N(c3ccc(C)c(C)c3)C2=O)o1
111	2	nt	COc1cc(C(C2=C(O)CC(C)(C)CC2=O)C2C(=O)CC(C)(C)CC2=O)ccc1OC(C)=O (stereo not drawn)
112	-8	109	CCSc1nnc(-c2ccccc2NC(C)=O)c(=O)[nH]1

Carrying on.
cpd	HePTP inhibitor	BAP1 inh	SMILES
113	10	93	C=CCn1c(N)c(C(=O)Nc2ccccc2)c2nc3ccccc3nc21
114	4	nt	CCCCOc1ccc2c(C(F)(F)F)cc(=O)oc2c1
115	-6	nt	COc1cccc(C(=O)N2CCN(Cc3cc(OC)c(OC)cc3OC)CC2)c1
116	-1	nt	COc1ccccc1NC1=C(Cl)C(=O)N(c2cccc(Cl)c2Cl)C1=O
117	4	nt	O=C(Nc1cc(C(F)(F)F)cc(C(F)(F)F)c1)c1c(F)cccc1F
118	-3	nt	Cc1nnc(C)n1/N=C/c1ccc(O)cc1O
119	1	nt	O=C(O/N=C(/c1ccncc1)c1ccc([N+](=O)[O-])cc1)c1ccc(Br)cc1
120	10	nt	Cc1cc(C(=O)Nc2cccc(C(=O)O)c2)c(C)o1
121	6	nt	O=C(Nc1ccccc1)C1(S(=O)(=O)c2ccccc2)CC1

In the list so far, these contain a furan ring, fused or not:
cpd	HePTP inhibitor	BAP1 inh	SMILES
1	11	nt	O=[N+]([O-])c1ccc(/C=N\Nc2nc(-c3ccccc3)c3cc(Cl)ccc3n2)o1
5	-14	nt	CN(C)CCCNC(=O)c1ccc([N+](=O)[O-])o1
21	14	69	O=C(Nc1nccs1)c1ccc(COc2ccc(Cl)cc2)o1
51	-3	84	O=C(c1ccccc1)n1nc(-c2ccccc2)nc1NCc1ccco1
54	8	76	Cc1ccccc1-c1ccc(C=Nc2c(C)n(C)n(-c3ccccc3)c2=O)o1
58	8	70	O=C(OCc1cc2ccccc2[nH]c1=O)c1ccco1
64	1	93	CC(C)Cc1cc(C(=O)NCc2ccco2)no1
92	5	nt	COc1cc(NC(=O)C(=O)NCc2ccco2)c(OC)cc1Cl
99	7	nt	CCc1ccc(Nc2ncc3c(n2)CC(c2ccco2)CC3=O)cc1 (stereo not drawn)
100	1	nt	CCOC(=O)N1CCN(c2ncnc3c2oc2nc(CC(C)C)c4c(c23)CCC4)CC1
106	15	96	CC1=C(C(=O)NCc2ccco2)C2(CCC(C)CC2)OC1=O (stereo not drawn)
110	5	nt	Cc1ccc(/C=C2\SC(=S)N(c3ccc(C)c(C)c3)C2=O)o1
120	10	nt	Cc1cc(C(=O)Nc2cccc(C(=O)O)c2)c(C)o1
